Source: PubChem
DPM-DC inhibit: S. pneumoniae DPM-DC inhibitors, primary screen, biochemical, PK/LDH-coupled NADH fluorescence; purified DPM-DC; calls only at 10 µM; actives 0.49% (n = 65,000); AID 556, 2006;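 active = the 320 compounds with the highest percent inhibition in the single-dose primary screen, excluding strongly autofluorescent ones, cut at about 32% in these data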;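 note: kinetic rate of NADH fluorescence loss reporting ADP formed by the decarboxylase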
Bfl-1 displacement: Bfl-1 inhibitors, primary screen, biochemical, fluorescence polarization, FITC-Bid, mouse (AID 432). Bcl-2-related protein A1 (Mus musculus). FITC-Bid BH3 peptide fluorescence polarization displacement; higher % means a stronger effect. displacement, % at 20 µM, or IC50 in µM where a hit was titrated. actives 0.02% (n = 64,000); in the data active = a potency from the dose series; inactive = the rest, 99 in 100 with displacement below about 15%; note: strong numbers were not always called active
HPDE-C7 cytotoxicity: cytotoxicity in HPDE-C7 cells, cell-based, fluorescence, HTS (AID 430) | HPDE-C7 pancreatic duct cells viability, fluorescence; higher % means a stronger effect | cytotoxicity, % at 10 µM, or EC50 in µM where a hit was titrated | actives 1.8% (n = 63,000);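 note: cells exposed to compound for 48 hours before viability readout; 0% = vehicle and 100% = reference cytotoxic drug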
KRASV12 cytotoxicity: cytotoxicity in KRAS-transformed pancreatic duct cells, primary screen, cell-based, fluorescence, HTS (AID 431); HPDE-C7K KRASV12 cells, Alamar Blue viability, 48 h; higher % means a stronger effect; one-dose cytotoxicity, % at 10 µM; EC50 in µM for titrated hits; actives 1.7% (n = 63,000);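 active = compounds whose percent cytotoxicity in the single-dose primary screen, scaled between solvent and toxic-drug controls, exceeds 50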;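 note: 0% = DMSO solvent wells and 100% = doxorubicin-treated wells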
Alkaline phosphatase: human TNAP enzyme inhibitors, biochemical, luminescent (AID 518); Alkaline phosphatase, tissue-nonspecific isozyme (Homo sapiens); purified TNAP enzyme, luminescent substrate readout; higher % means a stronger effect; inhibition, % at 20 µM; hits with a dose series show IC50 in µM; actives 0.09% (n = 64,000); in the data active = a potency from the dose series; inactive = the rest, 99 in 100 with inhibition below about 22%;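 note: plate controls were vehicle for no effect and reference inhibitor for full effect; many of its hits are not listed in these tables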
Spn PMK inh: S. pneumoniae PMK inhibitors, primary screen, biochemical, mevalonate pathway, pilot trial included. purified PMK, PK/LDH-coupled NADH absorbance 340 nm. inhibition, % at 10 µM. actives 0.49% (n = 65,000). AID 539, 2006;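 active = top-ranked compounds by inhibition in the single 10 µM screen, taking a fixed number of the strongest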;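 note: 0% = full reaction with DMSO carrier and 100% = background rate without enzyme reaction; no value below 0 was filed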
MK inhibit: S. pneumoniae MK inhibitors, primary screen, biochemical, PK/LDH-coupled NADH absorbance; inhibition, % at 10 µM; mevalonate kinase [Streptococcus pneumoniae D39]; purified MK, PK/LDH-coupled NADH absorbance 340 nm; actives 0.48% (n = 65,000); AID 555, 2006;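 active = ranked among the strongest by inhibition in the single 10 µM screen, a fixed top-ranked set picked for dose follow-up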; note: no value below 0 was filed
HT1080 viability: cytotoxicity in HT1080 fibrosarcoma cells, cell-based, fluorescence readout (AID 620); HT1080 viability, fluorescence; higher % means a stronger effect; one-dose cytotoxicity, % at 10 µM; EC50 in µM for titrated hits; actives 0.42% (n = 87,000);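 note: cells exposed to compound overnight then 4 h with Alamar Blue; 0% = vehicle DMSO and 100% = killing control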
LYP phosphatase: LYP phosphatase inhibitors, primary screen, biochemical, DiFMUP fluorescence, recombinant catalytic domain, 10 µM (AID 606) | Tyrosine-protein phosphatase non-receptor type 22 (Homo sapiens) | recombinant LYP catalytic domain, DiFMUP fluorescence; higher % means a stronger effect | inhibition, % at 10 µM, or IC50 in µM where a hit was titrated | 52,000 tested, under 10 active;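 active = IC50 under 40 µM in the dose-response test; inactive = IC50 of 40 µM or more, or never dose-tested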
Spn PMK inh pilot replicates: recorded beside Spn PMK inh, whose call it bears; inhibition, %; measured here: pilot screen replicates
MK inhibit pilot replicates: also measured in MK inhibit; calls as there; inhibition, %; measured here: pilot screen replicates
DPM-DC inhibit pilot screen %: also measured in DPM-DC inhibit; calls as there; inhibition, %; measured here: pilot screen trials
Active calls of the source: *. Cut-off read from the data, not from the text of the source, unless noted: active = cytotoxicity above about 50%; inactive = the rest.

Screening CSc1ccc(CN(C)CC(=O)NC(=O)NC(C)(C)C)cc1 returned DPM-DC inhibit inactive, Bfl-1 displacement 4%, HPDE-C7 cytotoxicity 3%, KRASV12 cytotoxicity -12%, Alkaline phosphatase 7%, Spn PMK inh 12, MK inhibit 6 and HT1080 viability 4%.
Screening Nc1nncn1C(=O)CCCN1C(=O)c2ccccc2C1=O returned DPM-DC inhibit inactive, Bfl-1 displacement -5%, HPDE-C7 cytotoxicity -9%, KRASV12 cytotoxicity -18%, Alkaline phosphatase 5%, Spn PMK inh 7, MK inhibit 5, HT1080 viability 33% and LYP phosphatase 8%.
O=S(=O)(Nc1ccn(-c2ccccc2)n1)c1ccc(Br)cc1 was read as DPM-DC inhibit inactive, Bfl-1 displacement -4%, HPDE-C7 cytotoxicity -11%, KRASV12 cytotoxicity 7%, Alkaline phosphatase 8%, Spn PMK inh 7, MK inhibit 4, HT1080 viability 6%, LYP phosphatase 2%, Spn PMK inh pilot replicates 1.5, MK inhibit pilot replicates 0.5 and DPM-DC inhibit pilot screen % 0.0.
CSc1nc2sc3c(c2c(=O)[nH]1)CCC(C)C3 (stereo not given) was read as DPM-DC inhibit inactive, Bfl-1 displacement -3%, HPDE-C7 cytotoxicity 6%, KRASV12 cytotoxicity 9%, Alkaline phosphatase 13%, Spn PMK inh 15, MK inhibit 0, HT1080 viability -11% and LYP phosphatase 10%.
`CCC(=O)Nc1sc(C(=O)N2CCCCC2)c(C)c1C#N` gave DPM-DC inhibit inactive, Bfl-1 displacement -3%, HPDE-C7 cytotoxicity -30%, KRASV12 cytotoxicity 3%, Alkaline phosphatase 9%, Spn PMK inh 10, MK inhibit 11, HT1080 viability -5% and LYP phosphatase 10%.
Screening OC(CN1c2ccccc2Sc2ccccc21)Cn1nnc2ccccc21 (stereo not given) returned DPM-DC inhibit inactive, Bfl-1 displacement 0%, HPDE-C7 cytotoxicity 12%, KRASV12 cytotoxicity 13%, Alkaline phosphatase 9%, Spn PMK inh 10, MK inhibit 9, HT1080 viability 3% and LYP phosphatase 18%.
For COc1cc(NC(=O)NCc2ccncc2)cc(OC)c1OC the results were DPM-DC inhibit inactive, Bfl-1 displacement 2%, HPDE-C7 cytotoxicity -3%, KRASV12 cytotoxicity -5%, Alkaline phosphatase -1%, Spn PMK inh 7, MK inhibit 1, HT1080 viability 0% and LYP phosphatase -1%.
Cc1cc(NC(=O)CSc2nnc(-c3ccc(S(=O)(=O)N4CCCC4)cc3)n2C)no1 was read as DPM-DC inhibit inactive, Bfl-1 displacement -1%, HPDE-C7 cytotoxicity 5%, KRASV12 cytotoxicity -2%, Alkaline phosphatase 5%, Spn PMK inh 18, MK inhibit 14, HT1080 viability -4% and LYP phosphatase 11%.
NC(=O)COC(=O)CCCc1c[nH]c2ccccc12 was read as DPM-DC inhibit inactive, Bfl-1 displacement 2%, HPDE-C7 cytotoxicity 5%, KRASV12 cytotoxicity 14%, Alkaline phosphatase 9%, Spn PMK inh 9, MK inhibit 2, HT1080 viability 2% and LYP phosphatase 8%.
`CCOC(=O)N1CCC(NC(=O)c2cc3ccccn3n2)CC1` gave DPM-DC inhibit inactive, Bfl-1 displacement 1%, HPDE-C7 cytotoxicity 19%, KRASV12 cytotoxicity 17%, Alkaline phosphatase 5%, Spn PMK inh 1, MK inhibit 4, HT1080 viability 11% and LYP phosphatase -11%.
For O=C(NCC1CCCO1)c1c(O)c2cccc3c2n(c1=O)CC3 (stereo not given) the results were DPM-DC inhibit inactive, Bfl-1 displacement -1%, HPDE-C7 cytotoxicity 9%, KRASV12 cytotoxicity 7%, Alkaline phosphatase 7%, Spn PMK inh 15, MK inhibit 14 and HT1080 viability -4%.
Screening CCN(CC)CCOC(=O)C1(c2ccc(OC)c(OC)c2)CCCC1 returned DPM-DC inhibit inactive, Bfl-1 displacement -1%, HPDE-C7 cytotoxicity 10%, KRASV12 cytotoxicity -10%, Alkaline phosphatase 8%, Spn PMK inh 8, MK inhibit 1, Spn PMK inh pilot replicates 0.0, MK inhibit pilot replicates 0.0 and DPM-DC inhibit pilot screen % 0.0.
For Cc1ccc2cc(C#N)c(N3CCCN(C(=O)C4CCCO4)CC3)nc2c1C (stereo not given) the results were DPM-DC inhibit inactive, Bfl-1 displacement 1%, HPDE-C7 cytotoxicity -16%, KRASV12 cytotoxicity 43%, Alkaline phosphatase 1%, Spn PMK inh 10, MK inhibit 7, HT1080 viability -7% and LYP phosphatase 10%.
Nn1c(SCc2cn3ccsc3n2)nnc1-c1ccncc1 was read as DPM-DC inhibit inactive, Bfl-1 displacement -3%, HPDE-C7 cytotoxicity -12%, KRASV12 cytotoxicity -8%, Alkaline phosphatase 2%, Spn PMK inh 17, MK inhibit 14, HT1080 viability -3% and LYP phosphatase 7%.
For O=C(CSc1nc(-c2cccs2)cc(C(F)(F)F)n1)NCCCn1ccnc1 the results were DPM-DC inhibit inactive, Spn PMK inh 15, MK inhibit 9, HT1080 viability -1% and LYP phosphatase 11%.
For CCOC(=O)Cn1c(C)nc2ccccc21 the results were DPM-DC inhibit inactive, Bfl-1 displacement -1%, HPDE-C7 cytotoxicity 2%, KRASV12 cytotoxicity 0%, Alkaline phosphatase 10%, Spn PMK inh 9, MK inhibit 5, HT1080 viability 7% and LYP phosphatase 4%.
Screening Cn1nnnc1SCC(=O)NCCc1ccc(Cl)cc1 returned DPM-DC inhibit inactive, Bfl-1 displacement 1%, HPDE-C7 cytotoxicity -8%, KRASV12 cytotoxicity -8%, Alkaline phosphatase 18%, Spn PMK inh 17, MK inhibit 1, HT1080 viability -5% and LYP phosphatase -2%.
COc1ccc(C2N=C(Nc3ccc(C)cc3)Nc3nc(C)cc(=O)n32)cc1 (stereo not given) was read as DPM-DC inhibit inactive, Bfl-1 displacement -4%, HPDE-C7 cytotoxicity -5%, KRASV12 cytotoxicity 2%, Alkaline phosphatase 11%, Spn PMK inh 6, MK inhibit 8, HT1080 viability 2% and LYP phosphatase -1%.
CN(C)c1nc(Nc2ccc(Cl)cc2)nc(OCC#N)n1 was read as DPM-DC inhibit inactive, Bfl-1 displacement -4%, HPDE-C7 cytotoxicity -16%, KRASV12 cytotoxicity -1%, Alkaline phosphatase 6%, Spn PMK inh 0, MK inhibit 3, HT1080 viability 13%, LYP phosphatase 0%, Spn PMK inh pilot replicates 2.5, MK inhibit pilot replicates 3.0 and DPM-DC inhibit pilot screen % 3.0.
Screening C=C(C)CSC1=C(C#N)C(c2ccsc2)CC(=O)N1 (stereo not given) returned DPM-DC inhibit inactive, Bfl-1 displacement -3%, HPDE-C7 cytotoxicity 18%, KRASV12 cytotoxicity 4%, Alkaline phosphatase 8%, Spn PMK inh 5, MK inhibit 9, HT1080 viability -1% and LYP phosphatase 6%.
Screening CCOC(=O)c1nc(N2CCN(C(=O)OCC)CC2)c2c3c(sc2n1)CCCC3 returned Bfl-1 displacement -6%, HPDE-C7 cytotoxicity 3%, KRASV12 cytotoxicity -1%, Alkaline phosphatase 10%, Spn PMK inh 12, MK inhibit 0, HT1080 viability 5% and LYP phosphatase 5%.
CCOc1ccccc1N1CCN(Cc2cccc(OC)c2O)CC1 was read as DPM-DC inhibit inactive, Bfl-1 displacement -7%, HPDE-C7 cytotoxicity -5%, KRASV12 cytotoxicity -18%, Alkaline phosphatase 9%, Spn PMK inh 0, MK inhibit 0, HT1080 viability -8% and LYP phosphatase 13%.
Screening CCN(CC)c1ccc(NC(=O)c2ccco2)c(C)c1 returned DPM-DC inhibit inactive, Bfl-1 displacement 2%, HPDE-C7 cytotoxicity 3%, KRASV12 cytotoxicity 11%, Alkaline phosphatase 5%, Spn PMK inh 5, MK inhibit 4, HT1080 viability 1% and LYP phosphatase 15%.
Screening COc1ccccc1N(CN1CCCC1=O)C(=O)c1c(F)cccc1Cl returned DPM-DC inhibit inactive, Bfl-1 displacement -1%, HPDE-C7 cytotoxicity -17%, KRASV12 cytotoxicity -5%, Alkaline phosphatase 10%, Spn PMK inh 0, MK inhibit 1, HT1080 viability -5%, LYP phosphatase -1%, Spn PMK inh pilot replicates 3.0, MK inhibit pilot replicates 0.0 and DPM-DC inhibit pilot screen % 1.0.
Cc1ccc(-c2nn(C)c(=O)c3ccccc23)cc1CNC(=O)CN1CCOCC1 was read as DPM-DC inhibit inactive, Bfl-1 displacement -4%, HPDE-C7 cytotoxicity -3%, KRASV12 cytotoxicity 4%, Alkaline phosphatase 9%, Spn PMK inh 4, MK inhibit 9, HT1080 viability 9% and LYP phosphatase 6%.
COc1ccccc1-c1coc2c(CN3CCN(C)CC3)c(O)ccc2c1=O was read as Bfl-1 displacement 5%, HPDE-C7 cytotoxicity -3%, KRASV12 cytotoxicity -12%, Alkaline phosphatase 10%, Spn PMK inh 0, MK inhibit 5, HT1080 viability 3% and LYP phosphatase -1%.
`CCc1c(C)nc2ncnn2c1N1CCC(C(=O)NCc2cccc(OC)c2)CC1` gave DPM-DC inhibit inactive, Bfl-1 displacement -8%, HPDE-C7 cytotoxicity -6%, KRASV12 cytotoxicity -6%, Alkaline phosphatase 13%, Spn PMK inh 12, MK inhibit 4, HT1080 viability 4%, LYP phosphatase 5%, Spn PMK inh pilot replicates 5.0, MK inhibit pilot replicates 0.0 and DPM-DC inhibit pilot screen % 2.0.

Reprinted from the entries so far for reference:
Screening COc1ccccc1N(CN1CCCC1=O)C(=O)c1c(F)cccc1Cl returned DPM-DC inhibit inactive, Bfl-1 displacement -1%, HPDE-C7 cytotoxicity -17%, KRASV12 cytotoxicity -5%, Alkaline phosphatase 10%, Spn PMK inh 0, MK inhibit 1, HT1080 viability -5%, LYP phosphatase -1%, Spn PMK inh pilot replicates 3.0, MK inhibit pilot replicates 0.0 and DPM-DC inhibit pilot screen % 1.0.
Cc1ccc(-c2nn(C)c(=O)c3ccccc23)cc1CNC(=O)CN1CCOCC1 was read as DPM-DC inhibit inactive, Bfl-1 displacement -4%, HPDE-C7 cytotoxicity -3%, KRASV12 cytotoxicity 4%, Alkaline phosphatase 9%, Spn PMK inh 4, MK inhibit 9, HT1080 viability 9% and LYP phosphatase 6%.
COc1ccccc1-c1coc2c(CN3CCN(C)CC3)c(O)ccc2c1=O was read as Bfl-1 displacement 5%, HPDE-C7 cytotoxicity -3%, KRASV12 cytotoxicity -12%, Alkaline phosphatase 10%, Spn PMK inh 0, MK inhibit 5, HT1080 viability 3% and LYP phosphatase -1%.
